PI5P4Ka inh: inhibitors of human PI5P4K alpha; P48426; PI5P4Kalpha enzyme, ADP-Glo luminescence, 60 min; hits give low values; max response, %; actives 1.2% (n = 330,000); AID 652105; active means max response of -50% or lower; inconclusive means between -30% and -50%; inactive means -30% or higher; further: value at the top dose of about 77 µM; on the % scale 0 is the no-effect control and ±100 the full control effect
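Human PI5P4Kalpha with substrate in 0.038 M HEPES pH 7.4, 0.28 mM EGTA, 0.1% CHAPS, 5% DMSO; reaction started with 5 microM ATP (final), 60 min at room temperature. ADP formed read by ADP-Glo luminescence.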
EPAC1 agonist: EPAC1 (human) agonism; O95398; Potency, µM (titrated, usually from 154 µM), for inactives: at the highest dose activation, actives largely listed as activators; EPAC1 agonist qHTS, biochemical assay; response scale: 100% = response to 6.5 mM cAMP; actives 0.073% (n = 360,000); further: potency means the concentration at half of the fitted maximal effect; nearly all actives have a fitted effect of over 60% in size
Target sequence (O95398 whole entry, looked up): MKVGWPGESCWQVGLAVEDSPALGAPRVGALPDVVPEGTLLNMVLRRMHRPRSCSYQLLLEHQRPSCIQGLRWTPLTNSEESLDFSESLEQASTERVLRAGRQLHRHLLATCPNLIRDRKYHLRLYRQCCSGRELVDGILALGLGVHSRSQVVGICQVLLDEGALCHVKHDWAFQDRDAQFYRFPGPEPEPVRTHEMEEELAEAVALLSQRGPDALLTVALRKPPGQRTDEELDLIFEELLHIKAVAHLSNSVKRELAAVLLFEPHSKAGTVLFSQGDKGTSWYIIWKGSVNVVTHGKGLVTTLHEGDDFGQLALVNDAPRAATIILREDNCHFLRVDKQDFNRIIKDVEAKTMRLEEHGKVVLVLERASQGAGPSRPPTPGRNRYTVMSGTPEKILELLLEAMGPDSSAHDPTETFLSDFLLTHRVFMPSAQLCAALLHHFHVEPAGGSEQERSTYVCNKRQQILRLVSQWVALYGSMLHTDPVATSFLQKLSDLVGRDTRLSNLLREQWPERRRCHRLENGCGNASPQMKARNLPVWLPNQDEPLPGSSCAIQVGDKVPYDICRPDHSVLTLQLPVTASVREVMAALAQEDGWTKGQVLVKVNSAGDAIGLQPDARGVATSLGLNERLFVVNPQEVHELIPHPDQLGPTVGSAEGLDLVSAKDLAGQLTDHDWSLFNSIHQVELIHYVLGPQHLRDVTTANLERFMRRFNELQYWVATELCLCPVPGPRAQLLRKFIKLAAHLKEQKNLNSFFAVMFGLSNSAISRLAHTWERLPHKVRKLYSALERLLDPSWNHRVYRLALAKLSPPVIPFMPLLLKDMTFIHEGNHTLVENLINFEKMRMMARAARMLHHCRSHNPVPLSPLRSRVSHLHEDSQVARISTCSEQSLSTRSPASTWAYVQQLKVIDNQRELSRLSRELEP
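Compounds were pinned as a concentration titration into mixtures of EPAC1 (100 nM), BODIPY-GDP-loaded Rap1B (250 nM) and GDP (50 uM). After 5 min at room temperature, fluorescence was followed for 30 min; activity was scaled to 6.5 mM cAMP.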
PLK1 PBD inh: inhibitors of human PLK1 polo-box domain binding; P53350; Plk1 PBD binding of FITC phosphopeptide, fluorescence polarization; Potency, µM, inactives show max response, negative = inhibition, most hits filed as inhibitors; actives 2.8% (n = 360,000); AID 720504; further: potency means the concentration at half of the fitted maximal effect; series mostly up to about 57 µM; on the % scale 0 is the no-effect control and ±100 the full control effect; nearly all actives have a fitted effect of over 65% in size
FUS yeast rescue: rescues growth of FUS-expressing yeast; S. cerevisiae FUS-expressing, growth rescue, OD600, 24 h; Potency, µM (titrated, usually from 76.6 µM), inactives show at the highest dose growth rescue (activation), hits mostly activators; actives 0.24% (n = 390,000); AID 1347120;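 further: potency means the concentration at half of the fitted maximal effect; plate controls were DMSO vehicle for no effect and reference control for full effect; nearly all actives have a fitted effect of over 55% in size; some results filed as inactive show a strong effect at the top dose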
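S. cerevisiae expressing FUS from galactose induction served as the toxicity model. Growth after 24hr at 30C, read as absorbance at 600 nm, indicates suppression of toxicity; compounds dosed at several concentrations.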
Abeta yeast res: compounds reversing amyloid beta toxicity in yeast | yeast expressing A-beta42, growth rescue, OD600, 48 h; response scale: 0% DMSO, 100% iron-clioquinol control | Potency, µM (series often up to 46.1 µM), for inactives: at the highest dose growth rescue, actives largely listed as activators | actives 0.063% (n = 410,000) | AID 1347071; further: potency means the concentration at half of the fitted maximal effect; nearly all actives have a fitted effect of over 55% in size
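Yeast A-beta toxicity model in growth medium with pinned compounds, 48 h at 30 C; growth read as absorbance at 600 nm. Normalized to FeCl3/clioquinol equimolar mix (positive) and DMSO (negative).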
WRN helicase inh: blocks human WRN helicase | Q14191 | WRN helicase unwinding, fluorescent forked duplex, kinetic | Potency, µM (series often up to 114 µM), for inactives: at the top dose activity change, negative = inhibition, most hits filed as inhibitors | actives 0.46% (n = 360,000) | AID 651768; further: potency means the concentration at half of the fitted maximal effect; on the % scale 0 is the no-effect control and ±100 the full control effect; nearly all actives have a fitted effect of over 55% in size
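WRN at 20 nM final preincubated with compound 15 min at room temperature; reaction started with 100 nM fluorophore/quencher forked duplex oligonucleotide and 2 mM ATP final. Unwinding followed kinetically by red fluorescence (ex 525, em 598 nm).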
IL-2 act: activates IL-2 in a cell-based reporter assay; IL-2 activation reporter assay, cell-based qHTS; stimulated with anti-CD3/CD4/CD28 beads; in transgenic mouse T cells; activation, % (series mostly up to about 46 µM); actives 0.065% (n = 360,000); AID 652025; in the data active means activation above about 50%; inconclusive means mostly about 30% to 49%; further: 0% is about no effect
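Readout is EGFP and DsRed signal by fluorescent plate cytometry after 18 h at 37 degrees C. Transgenic mouse T cells (750/well) received compound for 60 min before bead stimulation (anti-CD3, anti-CD4, anti-CD28); memory T cells served as non-tolerant control.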
EPAC1 antag: EPAC1 (human) antagonism; Potency, µM (titrated, usually from 115 µM), for inactives: top-dose activity change, negative = inhibition, usual class: inhibitors; O95398; AID 720709; actives 0.14% (n = 360,000); EPAC1 GEF assay, Rap1b-BODIPY-GDP exchange fluorescence;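 further: potency means the concentration at half of the fitted maximal effect; plate controls were vehicle for no effect and positive control for full effect; nearly all actives have a fitted effect of over 50% in size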
* marks the source's active call; other numbers are inactive results; ? = inconclusive; · = no result given; & = joins results of further samples; [ ] = another dose, or the depositor's remark. Unless noted, the call rests on the fitted dose curve; in most records, active means well fitted curve in the direction sought with a large enough effect; inconclusive means small, poorly fitted or top-dose-only effect, or another doubt; inactive means no such curve, though single readings can be large; an effect the other way counts as inactive or inconclusive.

SMILES	PI5P4Ka inh	EPAC1 agonist	PLK1 PBD inh	FUS yeast rescue	Abeta yeast res	WRN helicase inh	IL-2 act	EPAC1 antag
O=C(CN1C(=O)NC2(CCOc3ccccc32)C1=O)Nc1ccc2c(c1)OCCO2 (stereo unspecified)	-3.8	8.5%	-5.9%	35.0%	-9.4%	1.4%	1.7	6.8%
Cc1ccc(/C=N/n2c(C)nc3ccccc3c2=O)o1	-2.7	8.5%	2.5%	-13.8%	15.2%	1.3%	-0.5	0.5%
CCn1c(C)nc2c(=O)oc3ccccc3c21	·	-0.8%	-0.4%	20.1%	15.5%	-5.1%	0.8	8.3%
Cc1c(Cl)cccc1NC(=O)NN1CCN(C)CC1	-9.3	-14.1%	-6.2%	-1.8%	13.8%	9.3%	-3.2	10.5%
CCn1cc(C(=O)N2CCN(c3ccc([N+](=O)[O-])cc3)CC2)c(=O)c2ccc(C)nc21	-0.8	6.1%	-5.5%	0.7%	16.0%	0.5%	-1.5	-9.9%
O=C(COc1ccccc1-c1ccccc1)c1ccccc1	1.6	7.1%	1.7%	0.1%	-0.5%	10.2%	-0.4	5.4%
COc1cccc(-c2ccc(C#N)c(SCC(=O)NCCc3ccc(Cl)cc3)n2)c1	-7.3	0.0%	-9.5%	·	-13.3%	-22.3%	-3.5	-18.5%
Cn1c(SCC(=O)NCc2cccs2)nnc1-c1ccncc1	-5.5	13.5%	-9.3%	?	-9.0%	-4.3%	-0.2	-14.2%
COc1ccc2o/c(=N\O)c(C(=O)Nc3ccc(C)cc3)cc2c1	-6.5	-4.5%	-17.2%	-10.2%	0.0%	3.1%	-4.3	-17.5%
COC(=O)c1ccc2c(=O)[nH]c(COC(=O)CCC(=O)c3ccc(Cl)cc3)nc2c1	3.9	-0.1%	5.3%	10.4%	-4.0%	-2.6%	0.5	-6.9%
Cn1nc(C(=O)N2CCCCC2)c2c1-c1ccccc1S(=O)(=O)C2	-0.4	-1.4%	-6.4%	-4.1%	6.3%	7.4%	-1.7	2.9%
O=C(COC(=O)CNC(=O)c1ccc(Cl)cc1Cl)NC1CCCCCCC1	6.8	-12.6%	0.3%	15.2%	2.7%	-32.6%	-0.1	-8.1%
COc1ccc(C(C)NC(=O)c2ccncc2)cc1OC (stereo unspecified)	-6.4	-5.3%	1.6%	5.5%	-4.9%	9.4%	-1.4	-0.4%
Cn1cc(C(=O)N/N=C/C(Br)=C\c2ccccc2)ccc1=O	-1.4	5.8%	0.8%	13.0%	-8.0%	-9.1%	-2.6	6.7%
S=C(c1ccccc1)N1CCCC1	-3.6	6.2%	?	-9.5%	8.7%	2.4%	-0.8	-21.1%
O=C(Cn1cnc2scc(-c3ccc(Cl)cc3)c2c1=O)N1CCOCC1	-1.1	1.6%	-3.6%	-9.1%	-0.6%	-15.1%	-5.6	5.8%
O=[N+]([O-])c1cccc2c(N3CCCC3)ccnc12	0.6	3.8%	-8.1%	-10.3%	4.9%	-17.9%	-2.3	-5.2%
COc1ccc(S(=O)(=O)N2CCN(c3ccccn3)CC2)cc1OC	·	6.0%	0.4%	-10.6%	4.5%	-4.6%	-2.2	0.5%
COCCn1c(=NC(=O)c2cc3ccccc3oc2=O)sc2cc(S(N)(=O)=O)ccc21	4.9	-24.8%	-10.1%	-0.1%	6.5%	?	0.8	?
COc1cccc(CN(C)C(=O)Cc2c[nH]c3ccccc23)c1OC	0.1	-13.2%	-15.7%	10.3%	-5.3%	-0.1%	-0.9	7.6%
Cc1ccsc1/C=N/NS(=O)(=O)c1ccc([N+](=O)[O-])cc1	1.8	-4.2%	-25.2%	14.5%	12.2%	-10.3%	-1.6	2.8%
O=C(COC(=O)C1C2CC3OC(=O)C1C3C2)Nc1cccc(C(F)(F)F)c1 (stereo unspecified)	-7.0	-4.2%	-6.1%	17.7%	6.4%	3.2%	0.5	-7.0%
O=[N+]([O-])c1cccc(-c2nc3ccccc3s/c2=N/O)c1	5.1	11.3%	-9.0%	34.1%	-30.4%[inhibitor]	-6.8%	-0.4	3.7%
COc1cc(/C=N/Nc2ccc([N+](=O)[O-])cn2)cc(OC)c1O	-1.7	-1.8%	-4.4%	0.1%	5.9%	-8.7%[11.6 µM]	0.6	-0.9%
COCCCNc1ncnc2c1cnn2-c1ccc(C)cc1C	·	5.8%	-2.0%	-5.0%	-10.8%	102.0%[activator]	-1.8	3.7%
O=Cc1ccc(OC2OCCOC2Oc2ccc(C=O)cc2)cc1 (stereo unspecified)	-24.8	3.3%	-2.9%	30.1%	-17.3%	-9.3%	-0.8	2.4%
CCCc1nc2oc3c(NCC4CCCO4)ncnc3c2c2c1COC(C)(C)C2 (stereo unspecified)	·	3.5%	-5.7%	7.2%	-7.9%	18.9%	-1.0	14.7%
CCOc1ccc(Br)cc1C1=NN(C(C)=O)C(c2ccc([N+](=O)[O-])s2)O1 (stereo unspecified)	-20.6	4.5%	-13.3%	-2.9%	-93.6%[inhibitor]	5.9%[11.6 µM]	-2.8	-19.7%
O=C1CCc2cc(S(=O)(=O)NC(Cc3ccccc3)C(=O)NCCC3=CCCCC3)ccc2N1 (stereo unspecified)	0.2	5.9%	-7.2%	15.1%	-0.6%	-3.3%	-3.4	-11.2%
Cn1c(=O)oc2cc(S(=O)(=O)NCc3ccc(F)cc3)ccc21	-0.4	4.3%	6.7%	·	-3.2%	-29.8%	2.4	-12.4%
NC(=O)c1nn(CC(=O)Nc2ccc3c(c2)OCO3)cc1[N+](=O)[O-]	0.5	3.9%	-8.9%	8.8%	-7.7%	-6.2%	-2.1	-14.9%
CC(C(=O)NC1CCCC1)N(C(=O)c1snc(C(N)=O)c1N)c1ccc2c(c1)OCCO2 (stereo unspecified)	·	3.2%	-1.7%	35.6%	13.4%	-7.4%	1.8	-13.8%
COc1ccc(-n2cc(CNC3CCOCC3)c(-c3cccc(F)c3)n2)cc1	2.1	-0.6%	-7.9%	13.7%	-12.3%	-0.6%	-0.7	-19.7%
Cc1ccc(C)c(N(CC(=O)NCc2ccco2)C(=O)CCC(=O)Nc2nccs2)c1	0.2	5.0%	-7.3%	17.0%	-12.9%	-4.0%	-2.4	-6.6%
COc1ccccc1Nc1nc(=O)[nH]nc1C	·	-4.6%	-3.6%	14.4%	13.2%	10.3%	-2.6	5.7%
COc1ccc(-n2cnnc2SCCC#N)cc1	1.1	-0.4%	2.9%	-4.6%	21.9%	-9.2%	-0.6	2.4%
CCOC(=O)C1CCCN(c2ncnc3c2oc2ccccc23)C1 (stereo unspecified)	7.3	-0.3%	-0.8%	18.3%	-19.2%	-8.1%	0.1	1.6%
CNC(=O)/C(=C\c1ccc([N+](=O)[O-])cc1)NC(C)=O	2.0	1.1%	0.9%	·	-10.3%	-4.3%	-4.0	-11.3%
CC1CCCN(C(=O)C2CCN(S(=O)(=O)c3cccc4cccnc34)CC2)C1 (stereo unspecified)	1.8	-3.9%	-5.6%	-1.7%	12.9%	2.8%	2.2	-2.1%
COc1ccc(N2C(=O)CC(NCC#N)C2=O)cc1 (stereo unspecified)	3.6	1.2%	-12.1%	-20.5%	-14.5%	-1.3%	-1.1	-18.9%

6 records drawn at random from the list so far:
SMILES	PI5P4Ka inh	EPAC1 agonist	PLK1 PBD inh	FUS yeast rescue	Abeta yeast res	WRN helicase inh	IL-2 act	EPAC1 antag
CCOC(=O)C1CCCN(c2ncnc3c2oc2ccccc23)C1 (stereo unspecified)	7.3	-0.3%	-0.8%	18.3%	-19.2%	-8.1%	0.1	1.6%
CC1CCCN(C(=O)C2CCN(S(=O)(=O)c3cccc4cccnc34)CC2)C1 (stereo unspecified)	1.8	-3.9%	-5.6%	-1.7%	12.9%	2.8%	2.2	-2.1%
COc1ccccc1Nc1nc(=O)[nH]nc1C	·	-4.6%	-3.6%	14.4%	13.2%	10.3%	-2.6	5.7%
COc1ccc(-n2cnnc2SCCC#N)cc1	1.1	-0.4%	2.9%	-4.6%	21.9%	-9.2%	-0.6	2.4%
O=Cc1ccc(OC2OCCOC2Oc2ccc(C=O)cc2)cc1 (stereo unspecified)	-24.8	3.3%	-2.9%	30.1%	-17.3%	-9.3%	-0.8	2.4%
CC(C(=O)NC1CCCC1)N(C(=O)c1snc(C(N)=O)c1N)c1ccc2c(c1)OCCO2 (stereo unspecified)	·	3.2%	-1.7%	35.6%	13.4%	-7.4%	1.8	-13.8%

Following part:
SMILES	PI5P4Ka inh	EPAC1 agonist	PLK1 PBD inh	FUS yeast rescue	Abeta yeast res	WRN helicase inh	IL-2 act	EPAC1 antag
Cc1ccc(NC(=O)C(=O)c2c[nH]c3ccccc23)cc1	1.2	-0.1%	-8.7%	-14.6%	-9.3%	5.9%	-0.8	4.2%
COc1ccc(S(=O)(=O)N(C)C[C@H]2Oc3ccc(NS(=O)(=O)c4ccccc4)cc3C(=O)N([C@H](C)CO)C[C@@H]2C)cc1	-4.8	-7.5%	-20.1%	17.8µM*	4.5%	-3.4%	0.1	-24.5%
Nc1cc(C(=O)N2CCN(c3ccc([N+](=O)[O-])cc3)CC2)ccc1N1CC2CC(C1)c1cccc(=O)n1C2 (stereo unspecified)	-7.4	-9.7%	-12.8%	29.0%	-6.1%	-5.4%	18.2	-18.0%
Cc1cccc(Nc2nc(C)cc(C)n2)c1	-2.7	3.2%	-12.4%	-8.2%	-2.8%	6.3%	0.5	?
CSc1cccc(NC(=O)CCS(=O)(=O)c2cccc3nonc23)c1	10.9	-1.6%	0.2%	0.2%	12.0%	-2.6%	0.8	10.5%
O=C(N1CCN(CCO)CC1)N1c2ccccc2C=Cc2ccccc21	6.0	-9.7%	-7.4%	-15.7%	10.0%	0.4%	-1.8	-8.9%
CC1CCN(c2ccc(NC(=O)c3cccnc3)cc2)CC1	·	13.5%	-6.9%	28.9%	4.0%	-18.7%	-2.5	-2.7%
CCOC(=O)c1nc(Nc2cccc(C)c2)c2ccccc2n1	-3.1	7.8%	21.2µM*	17.8%&5.1%	-8.7%&-16.4%	2.7%	0.3	-23.1%
COc1cccc(C(NC(C)=O)c2nc(-c3ccc(F)cc3OC)cs2)c1 (stereo unspecified)	4.9	-17.5%	-2.3%	-3.7%	-3.4%	-3.8%	0.2	-10.5%

Bioassay records from PubChem.
